From PubChem BioAssay
C-LANA FP = KSHV C-LANA DNA binding inhibition; MBP-C-LANA/FAM-LBS DNA binding, fluorescence polarization; inhibition, % at 9 µM; actives 0.078% (n = 340,000); AID 504423;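 active means highest replicate inhibition at or above 60% at 9 µM, even if other replicates fall short; inactive means all replicates below 60% inhibition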;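 further: 0% = neutral control wells and 100% = 4 µM acridine orange control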
Cardiac RTF inh = cardiac RTF calcium desensitization | inhibition, % at 7.15 µM | AID 493244 | P19429+P45379 | IANBD-labeled cardiac RTF, Ca2+ fluorescence | actives 0.12% (n = 340,000);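 active means inhibition above the mean inhibition of all tested compounds plus 3 SD, cut at about 17% in these data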;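 further: assay run at fixed EC70 calcium of 1.6 mM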
DAGLB inh = blocks human DAGLB lipase activity. Q8NCG7. HEK293T DAGLB membrane lysate, EnzChek fluorogenic substrate. inhibition, % at 5.17 µM. actives 0.059% (n = 340,000). AID 504411; in the data active means inhibition above about 34%;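 further: 0% = enzyme with vehicle and 100% = wells lacking enzyme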
Target sequence (Q8NCG7 whole entry, looked up): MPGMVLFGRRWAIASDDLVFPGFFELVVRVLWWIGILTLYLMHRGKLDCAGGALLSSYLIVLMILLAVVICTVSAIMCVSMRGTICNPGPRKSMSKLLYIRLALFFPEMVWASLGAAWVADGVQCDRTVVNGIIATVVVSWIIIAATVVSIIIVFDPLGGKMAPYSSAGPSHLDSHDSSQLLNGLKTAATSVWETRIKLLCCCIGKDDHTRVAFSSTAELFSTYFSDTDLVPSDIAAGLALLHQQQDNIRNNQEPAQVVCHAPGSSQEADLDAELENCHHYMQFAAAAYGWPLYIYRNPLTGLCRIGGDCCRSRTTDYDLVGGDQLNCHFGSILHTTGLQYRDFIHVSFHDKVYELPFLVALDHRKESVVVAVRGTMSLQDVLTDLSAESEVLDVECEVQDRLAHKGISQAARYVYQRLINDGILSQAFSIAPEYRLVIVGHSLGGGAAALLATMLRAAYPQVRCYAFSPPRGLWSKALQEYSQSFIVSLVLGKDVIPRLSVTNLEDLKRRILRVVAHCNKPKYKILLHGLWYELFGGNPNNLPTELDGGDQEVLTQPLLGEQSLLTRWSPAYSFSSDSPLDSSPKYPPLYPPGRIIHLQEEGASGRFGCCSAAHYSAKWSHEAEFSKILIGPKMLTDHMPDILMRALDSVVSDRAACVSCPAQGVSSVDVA
SR-BI HDL uptake = blocks mouse SR-BI lipid uptake from DiI-HDL; Q61009; ldlA[mSR-BI] CHO cells, DiI-HDL uptake fluorescence, 3 h; inhibition, % at 12.5 µM; actives 0.96% (n = 320,000); AID 488896;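 active means mean replicate inhibition of at least 70% and a set share of replicates each scoring 70 or more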;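 further: 0% = median of neutral control wells and 100% = median of positive control wells; values of inactives mirror those of a sister screen read the other way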
Keap1 Nrf2 FP = inhibitors of human Keap1-Nrf2 protein-protein interaction | Q14145 | Keap1 Kelch-Nrf2 peptide fluorescence polarization, 1536-well | inhibition, % at 9.4 µM | actives 0.15% (n = 340,000); in the data active means inhibition above about 12%;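 further: human Keap1 Kelch domain with fluorescein labeled Nrf2 9mer peptide probe; 0% = neutral control wells and 100% = peptide positive control; higher means more block of Keap1 binding to Nrf2 peptide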
PKA-R2B activ = activators of human PKA-R2B complex | actives 0.079% (n = 340,000) | P22694+P31323 | activation, % at 11.4 µM | PKA-R2B holoenzyme dissociation, Cy5-IP20 fluorescence polarization; R2B truncated from residue 108, S112A mutant; 0% DMSO only, 100% 113 µM cGMP;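 active means activation above a cutoff set at the mean over all compounds plus 3 SD, cut at about 18% in these data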;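 further: higher means more holoenzyme dissociation and a rise in polarization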
Target sequence (P31323 whole entry, looked up, other chains not shown, the tested form may be a part): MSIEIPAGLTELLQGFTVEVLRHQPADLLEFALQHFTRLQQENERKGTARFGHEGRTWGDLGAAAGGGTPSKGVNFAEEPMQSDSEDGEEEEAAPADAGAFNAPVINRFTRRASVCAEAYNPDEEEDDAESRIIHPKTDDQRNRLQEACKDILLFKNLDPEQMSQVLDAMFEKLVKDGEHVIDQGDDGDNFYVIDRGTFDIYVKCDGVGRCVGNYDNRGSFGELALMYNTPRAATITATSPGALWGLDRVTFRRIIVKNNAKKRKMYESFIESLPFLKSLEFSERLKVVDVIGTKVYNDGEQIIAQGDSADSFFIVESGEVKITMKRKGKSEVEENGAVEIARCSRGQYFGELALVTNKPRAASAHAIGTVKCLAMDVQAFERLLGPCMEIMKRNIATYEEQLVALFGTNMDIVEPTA
PvdQ acylase = P. aeruginosa PvdQ acylase inhibition. purified PvdQ acylase, fluorescence plate reader. inhibition, % at 10 µM. actives 0.063% (n = 340,000); in the data active means inhibition above about 30%, passing the limit was not always enough;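 further: 0% = vehicle neutral wells and 100% = reference inhibitor wells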
NSD2 HMT inh = NSD2 (human) methyltransferase inhibition. O96028. NSD2 peptide methylation, AlphaScreen, 120 min. inhibition, % at 12.5 µM. actives 0.54% (n = 310,000); in the data active means inhibition above about 50%
Arrestin-AP2 inh = human beta-arrestin and AP2 interaction inhibition; FITC-arrestin peptide / GST-AP2 beads, flow cytometry; AP2 beta2 appendage carries R879A mutation; inhibition, % at 10 µM; actives 0.31% (n = 340,000); AID 504490;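 active means inhibition above a set limit, near 3 SD of compounds lacking own fluorescence, cut at about 54% in these data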;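 further: plate controls were DMSO wells for no effect and 5 µM unlabelled arrestin peptide for full effect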
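System: GST-AP2 R879A glutathione beads | Also added: FITC-arrestin peptide, 50 nM | Times: 12 min plus 1 h, RT | Signal: Bead flow cytometry, FITC channel | Buffer or medium: PBS with 0.05% Tween 20 and 0.1% BSA | Read-out basis: Percent drop in bead-associated FITC signal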
SR-BI uptake up = SR-BI HDL lipid transfer activation; CHO ldlA[mSR-BI] cells, DiI-HDL uptake fluorescence, 3 h; 100 = double the neutral-control signal; activation, % at 12.5 µM; actives 0.096% (n = 320,000);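 active means mean replicate activation of at least 60% and every replicate at or above 60%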;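 further: 0% = median plate neutral-control signal and 100% = twice that signal; values of inactives mirror those of a sister screen read the other way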
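System: CHO ldlA[mSR-BI] cells / Medium: HEPES-buffered (25 mM, pH 7.4) F12 plus 0.5% BSA / Probe or stimulus: labelled HDL, 10 µg/mL / Doses: single compound concentration, delivered by pin transfer / Schedule: 3 h, 37 °C / Measured by: DiI fluorescence, bottom read / Measure: cell-associated DiI fluorescence as measure of HDL uptake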
An asterisk follows results filed as active.

For COc1ccc(C2CC(=O)c3cnc(N4CCN(Cc5ccccc5)CC4)nc3C2)cc1 (stereo not drawn) the results were C-LANA FP -1.0, Cardiac RTF inh 1, DAGLB inh -7, SR-BI HDL uptake 13, Keap1 Nrf2 FP -4, PKA-R2B activ -4, PvdQ acylase 6, NSD2 HMT inh 0, Arrestin-AP2 inh 34 and SR-BI uptake up -13.
Screening COC(=O)c1ccc(CNC(=O)COC(=O)C2CCC(C(C)(C)C)CC2)cc1 (stereo not drawn) returned C-LANA FP -0.7, Cardiac RTF inh -12, DAGLB inh -11, SR-BI HDL uptake 0, Keap1 Nrf2 FP -1, PKA-R2B activ -1, PvdQ acylase -11, NSD2 HMT inh -2, Arrestin-AP2 inh 1 and SR-BI uptake up 0.
For Cc1cc(C)nc(NS(=O)(=O)c2ccc(NS(=O)(=O)c3ccccc3)cc2)n1 the results were C-LANA FP 0.6, Cardiac RTF inh -8, DAGLB inh 1, SR-BI HDL uptake -30, Keap1 Nrf2 FP -4, PKA-R2B activ -8, PvdQ acylase 5, Arrestin-AP2 inh 28 and SR-BI uptake up 30.
Screening CC(=O)c1sc(NC(=O)COc2ccc(C)c(C)c2)nc1C returned C-LANA FP 3.0, Cardiac RTF inh 1, DAGLB inh -4, SR-BI HDL uptake 22, Keap1 Nrf2 FP 1, PKA-R2B activ 5, PvdQ acylase 2, NSD2 HMT inh -3, Arrestin-AP2 inh 15 and SR-BI uptake up -22.
For OC(c1ccccn1)c1c[nH]c2ccccc12 (stereo not drawn) the results were C-LANA FP 2.7, Cardiac RTF inh 2, DAGLB inh 4, SR-BI HDL uptake -17, Keap1 Nrf2 FP -2, PKA-R2B activ 13, PvdQ acylase -5, NSD2 HMT inh 2, Arrestin-AP2 inh 36 and SR-BI uptake up 17.
CC(=O)Nc1ccc(S(=O)(=O)Nc2ccn(Cc3ccccc3Cl)n2)cc1 was read as C-LANA FP 0.9, Cardiac RTF inh 2, DAGLB inh -3, SR-BI HDL uptake 2, Keap1 Nrf2 FP 2, PKA-R2B activ 4, PvdQ acylase 13, NSD2 HMT inh 11, Arrestin-AP2 inh 17 and SR-BI uptake up -2.
CC(C)(C)OC(=O)N1CCC(CC2CC(c3cccc(Br)c3)=NO2)(C(=O)NCC2CCCCC2)CC1 (stereo not drawn) was read as C-LANA FP -0.2, Cardiac RTF inh 5, DAGLB inh -13, SR-BI HDL uptake 10, Keap1 Nrf2 FP -8, PKA-R2B activ -1, PvdQ acylase -10, Arrestin-AP2 inh 0 and SR-BI uptake up -10.
O=C(Nc1ccccc1C(=O)N1CCCC1)C1COc2ccccc2O1 (stereo not drawn) was read as C-LANA FP 0.4, Cardiac RTF inh -10, DAGLB inh 0, SR-BI HDL uptake -6, Keap1 Nrf2 FP -4, PKA-R2B activ -3, PvdQ acylase -15, NSD2 HMT inh -2, Arrestin-AP2 inh -14 and SR-BI uptake up 6.
For Cc1ccc(S(=O)(=O)N2CCC(C(=O)OCc3c(C)noc3C)CC2)cc1C the results were C-LANA FP 1.0, Cardiac RTF inh -9, DAGLB inh -2, SR-BI HDL uptake 10, Keap1 Nrf2 FP -2, PKA-R2B activ -5, PvdQ acylase -11, NSD2 HMT inh 9, Arrestin-AP2 inh -15 and SR-BI uptake up -10.
For CCCC(=O)Nc1nc2ccc(C(=O)OCC)cc2s1 the results were C-LANA FP 0.0, Cardiac RTF inh -7, DAGLB inh -6, SR-BI HDL uptake 19, Keap1 Nrf2 FP -1, PKA-R2B activ -13, PvdQ acylase -2, Arrestin-AP2 inh 4 and SR-BI uptake up -19.
For O=S(=O)([N-]c1nc2ccccc2nc1-[n+]1ccccc1)c1ccc(Cl)cc1 the results were C-LANA FP 1.0, Cardiac RTF inh 0, DAGLB inh 2, SR-BI HDL uptake -9, Keap1 Nrf2 FP -5, PKA-R2B activ -8, PvdQ acylase -7, NSD2 HMT inh 1, Arrestin-AP2 inh 0 and SR-BI uptake up 9.
Screening c1ccc(CCc2nn3c(Cc4ccccc4)nnc3s2)cc1 returned C-LANA FP 4.5, Cardiac RTF inh 1, DAGLB inh 1, SR-BI HDL uptake -9, Keap1 Nrf2 FP 1, PKA-R2B activ -1, PvdQ acylase 8, NSD2 HMT inh -10, Arrestin-AP2 inh 9 and SR-BI uptake up 9.
`CCCc1cc(=O)[nH]c(Nc2ccc(OC)c(Cl)c2)n1` gave C-LANA FP 2.4, Cardiac RTF inh -4, DAGLB inh 3, SR-BI HDL uptake -12, Keap1 Nrf2 FP -3, PKA-R2B activ -6, PvdQ acylase -5, NSD2 HMT inh 2, Arrestin-AP2 inh -1 and SR-BI uptake up 12.
For Cn1ccnc1C(=O)c1ccc(S(=O)(=O)N2CCCC2)cc1 the results were C-LANA FP -0.8, Cardiac RTF inh -7, DAGLB inh 0, SR-BI HDL uptake -4, Keap1 Nrf2 FP 1, PKA-R2B activ 9, PvdQ acylase 2, NSD2 HMT inh -1, Arrestin-AP2 inh 5 and SR-BI uptake up 4.
CCOC(=O)Cn1c(=O)oc2cc(S(=O)(=O)N3CCN(C(=O)c4ccco4)CC3)ccc21 was read as C-LANA FP -1.5, Cardiac RTF inh -13, DAGLB inh 0, SR-BI HDL uptake -6, Keap1 Nrf2 FP -2, PKA-R2B activ 5, PvdQ acylase -9, NSD2 HMT inh 0, Arrestin-AP2 inh -4 and SR-BI uptake up 6.
Screening Oc1cccc(/C=C/c2ccc3cccc(O)c3n2)c1 returned C-LANA FP -0.8, Cardiac RTF inh -2, DAGLB inh 2, SR-BI HDL uptake 5, Keap1 Nrf2 FP 1, PKA-R2B activ 2, PvdQ acylase -1, NSD2 HMT inh 1, Arrestin-AP2 inh 3 and SR-BI uptake up -5.
For CC(=O)NNC(=O)C(O)(c1ccccc1)c1ccccc1 the results were C-LANA FP 1.7, Cardiac RTF inh 0, DAGLB inh 2, SR-BI HDL uptake -13, Keap1 Nrf2 FP 2, PKA-R2B activ -6, PvdQ acylase -11, NSD2 HMT inh -3, Arrestin-AP2 inh 3 and SR-BI uptake up 13.
`CC12CC(c3ccccc3O1)C(C(=O)N1CCOCC1)C(=O)N2` (stereo not drawn) gave C-LANA FP 2.2, Cardiac RTF inh -8, DAGLB inh -1, SR-BI HDL uptake 1, Keap1 Nrf2 FP -8, PKA-R2B activ -4, PvdQ acylase 9, NSD2 HMT inh -1, Arrestin-AP2 inh 8 and SR-BI uptake up 14.
For CCCOc1ccc([N+](=O)[O-])c(N)c1 the results were C-LANA FP 1.2, Cardiac RTF inh -4, DAGLB inh -6, SR-BI HDL uptake -25, Keap1 Nrf2 FP -1, PKA-R2B activ 11, PvdQ acylase 0, NSD2 HMT inh 2, Arrestin-AP2 inh -5 and SR-BI uptake up 25.
`Cc1nc2[nH]c(=O)c3c(n2n1)NC1=C(C(=O)CC(C)(C)C1)C3c1ccc(F)cc1` (stereo not drawn) gave C-LANA FP -0.5, Cardiac RTF inh -9, DAGLB inh 1, SR-BI HDL uptake 11, Keap1 Nrf2 FP -4, PKA-R2B activ 2, PvdQ acylase -9, NSD2 HMT inh 0, Arrestin-AP2 inh 6 and SR-BI uptake up -11.
For O=C(NCCCl)c1ccc(OCc2ccccc2)cc1Cl the results were C-LANA FP 0.8, Cardiac RTF inh -14, DAGLB inh 2, SR-BI HDL uptake -24, Keap1 Nrf2 FP -2, PKA-R2B activ 2, PvdQ acylase -8, NSD2 HMT inh 1, Arrestin-AP2 inh 16 and SR-BI uptake up 24.
Screening CC(=O)N1c2ccc(S(=O)(=O)NCC3CCC(C(=O)NCc4ccc(C)o4)CC3)cc2CC1C (stereo not drawn) returned C-LANA FP 1.8, Cardiac RTF inh -7, DAGLB inh -2, SR-BI HDL uptake 41, Keap1 Nrf2 FP 0, PKA-R2B activ -1, PvdQ acylase -9, NSD2 HMT inh 4, Arrestin-AP2 inh -1 and SR-BI uptake up -41.
For O=C(COC(=O)COc1ccc(Br)cc1)NCc1ccccc1 the results were C-LANA FP -1.1, Cardiac RTF inh -9, DAGLB inh 0, SR-BI HDL uptake -31, Keap1 Nrf2 FP 1, PKA-R2B activ 6, PvdQ acylase -16, NSD2 HMT inh 5, Arrestin-AP2 inh -6 and SR-BI uptake up 31.
`CCOC(=O)c1c(C)n(C)c2ccc(OCC(O)CN3C(=O)c4ccccc4S3(=O)=O)cc12` (stereo not drawn) gave C-LANA FP 0.5, Cardiac RTF inh -1, DAGLB inh 1, SR-BI HDL uptake 0, Keap1 Nrf2 FP -7, PKA-R2B activ 0, PvdQ acylase 12, NSD2 HMT inh -4, Arrestin-AP2 inh 0 and SR-BI uptake up 0.
Screening CCOC(=O)C1(Cc2ccc(Cl)cc2)CCN(C(=O)c2sc(C)nc2C)CC1 returned C-LANA FP 0.4, Cardiac RTF inh 6, DAGLB inh 1, SR-BI HDL uptake 60, Keap1 Nrf2 FP -8, PKA-R2B activ 3, PvdQ acylase -3, NSD2 HMT inh -3, Arrestin-AP2 inh -8 and SR-BI uptake up -60.
`COc1ccc(CCN(C)Cc2c(O)ccc3ccccc23)cc1OC` gave C-LANA FP 2.3, Cardiac RTF inh 4, DAGLB inh 0, SR-BI HDL uptake -22, Keap1 Nrf2 FP -1, PKA-R2B activ -6, PvdQ acylase -4, NSD2 HMT inh 12, Arrestin-AP2 inh 12 and SR-BI uptake up 22.
For CC1CN(C(=O)c2cc3cc(F)ccc3[nH]2)CC(C)O1 (stereo not drawn) the results were C-LANA FP 0.9, Cardiac RTF inh -1, DAGLB inh 1, SR-BI HDL uptake 12, Keap1 Nrf2 FP -2, PKA-R2B activ -9, PvdQ acylase -6, NSD2 HMT inh -1, Arrestin-AP2 inh -3 and SR-BI uptake up -12.
Screening CCc1nc(SCC(=O)N2CCCCC2)c2c(=O)n(C)c(=O)n(C)c2n1 returned C-LANA FP 0.2, Cardiac RTF inh -6, DAGLB inh -1, SR-BI HDL uptake 23, Keap1 Nrf2 FP -1, PKA-R2B activ 1, PvdQ acylase 7, NSD2 HMT inh 40, Arrestin-AP2 inh 21 and SR-BI uptake up -23.
Screening O=C(Cc1ccccc1)Oc1coc(CSc2ncccn2)cc1=O returned C-LANA FP 0.3, Cardiac RTF inh 1, DAGLB inh 2, SR-BI HDL uptake 1, Keap1 Nrf2 FP 1, PKA-R2B activ 3, PvdQ acylase -1, Arrestin-AP2 inh -3 and SR-BI uptake up -1.

Retrieved by compound from above:
Screening CC(=O)N1c2ccc(S(=O)(=O)NCC3CCC(C(=O)NCc4ccc(C)o4)CC3)cc2CC1C (stereo not drawn) returned C-LANA FP 1.8, Cardiac RTF inh -7, DAGLB inh -2, SR-BI HDL uptake 41, Keap1 Nrf2 FP 0, PKA-R2B activ -1, PvdQ acylase -9, NSD2 HMT inh 4, Arrestin-AP2 inh -1 and SR-BI uptake up -41.
Screening CCOC(=O)C1(Cc2ccc(Cl)cc2)CCN(C(=O)c2sc(C)nc2C)CC1 returned C-LANA FP 0.4, Cardiac RTF inh 6, DAGLB inh 1, SR-BI HDL uptake 60, Keap1 Nrf2 FP -8, PKA-R2B activ 3, PvdQ acylase -3, NSD2 HMT inh -3, Arrestin-AP2 inh -8 and SR-BI uptake up -60.
